Screening data as filed in PubChem.
CHRM5 PAM: CHRM5 positive allosteric modulation. P08912. CHO-K1 hM5, Fluo-8 calcium, ACh EC20 PAM; 0% = ACh EC20, 100% = ACh EC100. activation, % at 3 µM. 360,000 compounds, 0.3% hits. AID 624038;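 active = activation above the run cutoff, the mean activation of all test compounds plus 3 SD, cut at about 18% in these data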
Target sequence (P08912 whole entry, looked up): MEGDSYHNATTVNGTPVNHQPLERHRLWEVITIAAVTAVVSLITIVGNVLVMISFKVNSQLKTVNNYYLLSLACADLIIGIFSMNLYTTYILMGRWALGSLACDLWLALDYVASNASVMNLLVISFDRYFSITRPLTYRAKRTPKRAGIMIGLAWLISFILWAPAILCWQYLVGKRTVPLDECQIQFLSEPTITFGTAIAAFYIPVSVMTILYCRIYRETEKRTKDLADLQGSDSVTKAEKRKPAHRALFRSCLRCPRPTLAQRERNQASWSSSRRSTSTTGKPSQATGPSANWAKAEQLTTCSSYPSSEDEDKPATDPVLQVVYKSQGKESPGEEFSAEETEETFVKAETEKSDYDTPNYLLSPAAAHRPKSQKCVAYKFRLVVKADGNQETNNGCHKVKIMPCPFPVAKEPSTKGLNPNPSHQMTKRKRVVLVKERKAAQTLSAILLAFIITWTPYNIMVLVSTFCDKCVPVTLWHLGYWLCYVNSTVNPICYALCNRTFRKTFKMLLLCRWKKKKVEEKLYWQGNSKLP
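System – CHO-K1 hM5 cells · Compound – 3 µM, single dose · Incubation – compound preincubation 140 s before EC20 acetylcholine addition · Technique – Fluo-8 calcium fluorescence · Measure – Max/basal fluorescence ratio as % of EC20–EC100 ACh window · Benchmarks – low control EC20 acetylcholine (0%), high control EC100 acetylcholine (100%) · Replication – singlicate, one well per test compound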
M1 PAM: positive allosteric modulators of human M1 muscarinic receptor | 360,000 compounds, 0.088% hits | P11229 | activation, % at 3 µM | CHO-K1 hM1, Fluo-8 calcium fluorescence, ACh EC20; 0% = ACh EC20, 100% = maximal ACh; in the data active = activation above about 19%, passing the limit was not always enough
M5 ag: agonists of human muscarinic M5 receptor (CHRM5) | P08912 | CHO-K1 hM5 cells, Fluo-8 calcium fluorescence; 0% DMSO wells, 100% maximal acetylcholine response | activation, % at 3 µM | 360,000 compounds, 0.19% hits | AID 624037;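 active = activation above the run's mean over test compounds plus 3 SD, cut at about 23% in these data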;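 note: signal is peak over basal fluorescence ratio across the kinetic read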
CHRM5 antagonist: CHRM5 antagonism in calcium assay; P08912; CHO-hM5 cells, Fluo-8 calcium fluorescence, ACh EC80; inhibition, % at 3 µM; 360,000 compounds, 0.59% hits; AID 624040;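 active = inhibition above a per-plate cutoff, the mean of that plate's test compounds plus 3 SD, cut at about 27% in these data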;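 note: 0% = acetylcholine EC80 with DMSO and 100% = DMSO without agonist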
CHRM4 agonist: agonists of human muscarinic M4 receptor (CHRM4) | P08173 | CHO-K1 hM4/Gqi5, Fluo-8 calcium fluorescence; vehicle 0%, full acetylcholine response 100% | activation, % at 3 µM | 360,000 compounds, 0.14% hits | AID 624127;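 active = activation above the run mean over all test wells plus 3 SD, cut at about 32% in these data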;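 note: peak over basal fluorescence ratio per well then scaled between controls; 0% = DMSO wells and 100% = acetylcholine at EC100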
Target sequence (P08173 whole entry, looked up): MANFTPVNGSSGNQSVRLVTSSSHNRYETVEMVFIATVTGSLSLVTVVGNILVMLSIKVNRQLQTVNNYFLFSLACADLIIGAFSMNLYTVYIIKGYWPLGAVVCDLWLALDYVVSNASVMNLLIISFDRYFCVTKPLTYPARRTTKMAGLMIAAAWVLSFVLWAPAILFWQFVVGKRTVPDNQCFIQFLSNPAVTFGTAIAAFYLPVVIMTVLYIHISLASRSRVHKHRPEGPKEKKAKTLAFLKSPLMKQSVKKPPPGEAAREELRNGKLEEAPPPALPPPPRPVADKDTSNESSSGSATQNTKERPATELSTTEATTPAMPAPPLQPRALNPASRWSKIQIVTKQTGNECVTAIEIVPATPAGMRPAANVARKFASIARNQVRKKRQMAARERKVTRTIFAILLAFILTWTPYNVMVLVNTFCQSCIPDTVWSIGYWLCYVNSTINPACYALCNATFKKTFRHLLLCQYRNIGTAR
CRFR2-BP ag: agonists of human CRF-binding protein/CRF-R2 receptor complex. HEK293 CRF-R2/CRF-BP, calcium dye fluorescence (FLIPR); percent of saturating CRF peptide response. activation, % at 13.2 µM. AID 588473. 350,000 compounds, 0.46% hits;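 active = activation of at least 50%, plus an integration ratio under a set limit after plate pattern correction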;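 note: plate controls were neutral control wells without compound for no effect and CRF at EC100 for full effect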
M4 antag: antagonists of human muscarinic M4 receptor (CHRM4) | CHO-hM4 cells, ACh EC80, Fluo-8 calcium fluorescence | inhibition, % at 3 µM | P08173 | 360,000 compounds, 0.73% hits;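 active = inhibition above its plate's cutoff, the mean inhibition of sample wells plus 3 SD, cut at about 27% in these data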;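 note: 0% = acetylcholine EC80 with DMSO and 100% = DMSO without agonist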
M4 PAM: CHRM4 positive allosteric modulation. P08173. 360,000 compounds, 0.4% hits. activation, % at 3 µM. CHO-K1 hM4/Gqi5, Fluo-8 calcium fluorescence, ACh EC20; 0% = ACh EC20, 100% = maximal ACh;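 active = activation above its plate's cutoff, the mean activation of sample wells plus 3 SD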; note: some results filed as inactive read as strong as hits
CHRM1 antagonist: blocks human M1 muscarinic receptor | CHO-K1 hM1, Fluo-8 calcium fluorescence, ACh EC80 antagonist | inhibition, % at 3 µM | 360,000 compounds, 1.3% hits;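 active = percent inhibition above its own plate's cutoff, namely the mean of that plate's compound wells plus 3 SD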;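 note: peak over basal fluorescence ratio during 140 s after agonist addition; 0% = ACh EC80 plus DMSO and 100% = DMSO alone without agonist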
* marks the source's active call; other numbers are inactive results. No enrichment for hits (roughly 2.8% active in at least one column).

The opening two entries (preview)
CHRM5 PAM	M1 PAM	M5 ag	CHRM5 antagonist	CHRM4 agonist	CRFR2-BP ag	M4 antag	M4 PAM	CHRM1 antagonist	Compound
8	22	1	-1	1	1.6	10	3	-13	COc1cc(CCC(=O)Nc2ccc(S(=O)(=O)N3CCOCC3)cc2)cc(OC)c1OC
2	0	5	-3	1	0.3	-2	9	-6	Cc1ccc(S(=O)(=O)N(C)C)cc1NC(=O)COC(=O)C1CC1

The listing, from the first entry:
CHRM5 PAM	M1 PAM	M5 ag	CHRM5 antagonist	CHRM4 agonist	CRFR2-BP ag	M4 antag	M4 PAM	CHRM1 antagonist	Compound
8	22	1	-1	1	1.6	10	3	-13	COc1cc(CCC(=O)Nc2ccc(S(=O)(=O)N3CCOCC3)cc2)cc(OC)c1OC
2	0	5	-3	1	0.3	-2	9	-6	Cc1ccc(S(=O)(=O)N(C)C)cc1NC(=O)COC(=O)C1CC1
6	11	-2	-1	2	-0.3	2	2	-16	Cc1cc(OCC(=O)NNC(=O)c2cnccn2)cc(C)c1Cl
7	5	3	7	1	0.3	-3	6	-1	CCC(C)(C)NC(=O)C(c1cccnc1)N(C(=O)c1csnn1)c1ccccc1 (centres undefined)
-12	4	1	6	2	-1.1	-1	-3	-3	NC(=O)c1ccc(NC(=O)C2COc3ccccc3O2)cc1 (centres undefined)
-3	0	4	-3	4	-1.5	-7	3	2	O=C(NCc1cccc(C(F)(F)F)c1)C1CC(c2ccccc2[N+](=O)[O-])=NO1 (centres undefined)
-1	11	3	2	-1	0.0	-4	13	-14	CCOC(=O)N1CCN(C(=O)c2cc(-c3ccc(F)cc3)[nH]c2C)CC1
2	6	3	2	0	-2.4	13	4	-25	CCCOc1nc2c(c(=O)n(C)c(=O)n2C)n1CCC

2 entries drawn at random from those above:
CHRM5 PAM	M1 PAM	M5 ag	CHRM5 antagonist	CHRM4 agonist	CRFR2-BP ag	M4 antag	M4 PAM	CHRM1 antagonist	Compound
8	22	1	-1	1	1.6	10	3	-13	COc1cc(CCC(=O)Nc2ccc(S(=O)(=O)N3CCOCC3)cc2)cc(OC)c1OC
2	0	5	-3	1	0.3	-2	9	-6	Cc1ccc(S(=O)(=O)N(C)C)cc1NC(=O)COC(=O)C1CC1

The results go on:
CHRM5 PAM	M1 PAM	M5 ag	CHRM5 antagonist	CHRM4 agonist	CRFR2-BP ag	M4 antag	M4 PAM	CHRM1 antagonist	Compound
5	0	6	-12	1	-1.1	-4	5	4	CC(C)(C)C(=O)Nc1nnc(SCC(=O)Nc2nccs2)s1
-7	1	-5	12	1	-1.0	0	-6	-3	O=S(=O)(Nc1ccc(C(F)(F)F)cc1)c1cccs1
-4	-8	-17	9	0	3.4	1	-4	-2	Clc1ccc(CN2CCCCCC2)cc1
-4	-3	-2	6	0	0.1	0	-6	-23	CCOC(=O)COn1c(=O)c(-c2cccs2)[n+]([O-])c2ccccc21
-4	14	-5	0	4	-3.1	2	-5	-10	Cc1ccc(NC(=O)c2sc3nc[nH]c(=O)c3c2C)c(C)c1
-5	2	-3	18	2	-0.2	6	0	7	Cc1cccc(-c2noc(CNC(=O)c3ccco3)n2)c1
-4	-7	-1	-3	10	0.6	6	-6	13	CCN(Cc1ccccc1)C(=O)CN1C(=O)COc2ccc(S(=O)(=O)N3CCCCCC3)cc21
-17	-21	10	17	13	-0.2	4	-1	31*	Cc1coc2cc3oc(=O)c(CCC(=O)NC4CC4)c(C)c3cc12
9	7	-7	-26	0	0.8	-5	0	-14	COc1ccc(-n2ccn(CC(=O)Nc3ccc(OC)cc3OC)c(=O)c2=O)cc1
-10	-4	-4	5	2	22	15	-16	5	CCOC(=O)CSC1=C(C#N)C(c2ccco2)C(C(=O)OCc2ccccc2)=C(C)N1 (centres undefined)
1	-3	0	-5	-1	0.0	8	0	11	C=CCNC(=O)c1csc(-c2ccccc2)n1
-4	1	-2	10	1	-0.2	7	-2	5	O=C(c1ccc(F)cc1)n1c(NCc2ccccc2)n[nH]c1=S
3	8	5	-9	2	0.5	-4	1	-16	COc1ccc(-c2n[nH]c(=S)n2-c2ccc(C)cc2C)cc1
-2	1	-3	5	1	-2.4	4	-3	7	COc1ccc(OC)c(C(C)NC(=S)NC2CCCCC2)c1 (centres undefined)
-7	3	-4	0	1	4.0	2	-3	-3	COC(=O)c1cc2ccccc2c(-c2c(O)ccc3ccccc23)c1O
-20	-23	-6	44*	7	0.8	65*	-38	89*	CN(CC/C=C1/c2ccccc2CSc2ccccc21)CCCO
1	2	0	-2	0	0.2	4	1	-16	Cc1ccc(S(=O)(=O)CC(=O)N(C)C)cc1
0	11	-2	3	1	2.3	4	1	-10	Cc1ccc(S(=O)(=O)N(Cc2ccccc2Cl)C(=O)N2CCN(C)CC2)cc1
0	7	-5	5	3	-2.4	2	6	-4	COc1ccc(OC)c(S(=O)(=O)N2c3ccccc3CC2C)c1 (centres undefined)
8	12	-3	0	1	-3.1	-4	6	-12	COc1ccc(N2CCN(C(=O)c3ccccc3NS(=O)(=O)c3ccc(C)cc3)CC2)cc1
-9	-6	-1	10	7	7.1	2	-9	12	N#C/C(=C\c1c(N2CCN(Cc3ccccc3)CC2)nc2ccccn2c1=O)S(=O)(=O)c1ccccc1
6	13	2	-9	1	122*	-12	13	-8	CCOC(=O)/C(C#N)=C(C)/C=C1\Sc2ccccc2N1CC
4	4	1	3	0	0.0	-2	7	-11	COC(=O)c1ccccc1NC(=O)COC(=O)C1CCCCC1
-8	5	-5	-2	1	13	11	-3	-6	COc1ccc(-c2cc(C(=O)N/N=C/c3ccc(OC)c(COCC(F)(F)C(F)F)c3)c3ccccc3n2)c(OC)c1
5	5	-2	-11	1	-1.1	-13	10	0	CCN(CC(=O)Nc1c(F)cccc1F)C(=O)CNC(=O)c1ccc(C)s1
2	7	-4	8	0	-1.4	-1	0	-9	COc1ccc(Cl)cc1S(=O)(=O)N(C)CC(=O)N1CCCC1
3	6	-4	-1	0	-0.5	-7	4	-4	Cc1ccccc1NC(=O)c1[nH]cnc1C(=O)NN
-2	8	-5	19	3	2.5	1	1	-5	COc1ccc(-c2nc3c(c(SCC(=O)Nc4cccc(O)c4)n2)Cc2c(CO)cnc(C)c2O3)cc1
-1	10	-2	-9	2	-0.1	-4	-3	-5	O=S(=O)(NCCN1CCOCC1)c1cc(Cl)c(Cl)cc1Cl
-7	-2	5	10	11	1.1	-4	-5	-26	CCOc1ccccc1NC(=O)CSc1nc(N)c(C#N)cc1C#N
-1	12	5	-5	1	-0.3	-6	13	-12	Cc1ccc(Cc2nnc(SCC(=O)Nc3ccccc3)[nH]c2=O)cc1
2	8	1	-5	1	-1.0	-5	4	-7	CC(=O)NS(=O)(=O)c1ccc(N=NN2CCOCC2)cc1

Just M1 PAM, CHRM5 antagonist and CRFR2-BP ag, for 5 of the compounds above:
SMILES	M1 PAM	CHRM5 antagonist	CRFR2-BP ag
Cc1ccccc1NC(=O)c1[nH]cnc1C(=O)NN	6	-1	-0.5
COc1ccc(-c2nc3c(c(SCC(=O)Nc4cccc(O)c4)n2)Cc2c(CO)cnc(C)c2O3)cc1	8	19	2.5
O=S(=O)(NCCN1CCOCC1)c1cc(Cl)c(Cl)cc1Cl	10	-9	-0.1
CCOc1ccccc1NC(=O)CSc1nc(N)c(C#N)cc1C#N	-2	10	1.1
Cc1ccc(Cc2nnc(SCC(=O)Nc3ccccc3)[nH]c2=O)cc1	12	-5	-0.3

Other results follow:
CHRM5 PAM	M1 PAM	M5 ag	CHRM5 antagonist	CHRM4 agonist	CRFR2-BP ag	M4 antag	M4 PAM	CHRM1 antagonist	Compound
0	4	2	1	0	-0.8	19	1	-2	CCOC(=O)c1nn(-c2ccc(F)cc2)c(C)c1C(C)=O
-1	13	0	-2	2	0.4	-2	-3	-6	O=C(C1CC(=O)N(C2CCCCC2)C1)N1CCc2ccccc21 (centres undefined)
-6	3	-2	8	2	4.4	4	-1	-7	CC(C)C(=O)Nc1ccc(N2CCN(C(=O)c3cccs3)CC2)cc1
0	2	0	7	2	5.4	11	0	-18	COc1ccc(C2CC(c3c(O)cc(C)oc3=O)=NCCS2)c(OC)c1 (centres undefined)
0	9	3	-3	2	-0.7	5	6	-1	COCCCn1c(SCc2nnc(-c3ccc(OC)c(OC)c3)o2)nc2ccccc2c1=O
1	14	-1	10	0	1.6	8	10	-24	O=C(CCl)c1ccc2[nH]c(=O)oc2c1
6	9	-1	-7	0	0.3	6	2	-14	OC(COc1ccccc1)CSc1ncn[nH]1 (centres undefined)
-3	-3	-5	8	1	-0.3	29*	12	10	C/C(=N\NC(=O)CO/N=C(\C)c1cccs1)c1ccc(N)cc1

3 of these compounds, reformatted.
Molecule,CHRM5 PAM,M1 PAM,M5 ag,CHRM5 antagonist,CHRM4 agonist,CRFR2-BP ag,M4 antag,M4 PAM,CHRM1 antagonist
COCCCn1c(SCc2nnc(-c3ccc(OC)c(OC)c3)o2)nc2ccccc2c1=O,0,9,3,-3,2,-0.7,5,6,-1
O=C(CCl)c1ccc2[nH]c(=O)oc2c1,1,14,-1,10,0,1.6,8,10,-24
OC(COc1ccccc1)CSc1ncn[nH]1 (centres undefined),6,9,-1,-7,0,0.3,6,2,-14

(further entries)
CHRM5 PAM	M1 PAM	M5 ag	CHRM5 antagonist	CHRM4 agonist	CRFR2-BP ag	M4 antag	M4 PAM	CHRM1 antagonist	Compound
-6	-5	-2	-4	0	-0.7	-8	6	-9	CNC(=O)c1cc2cc(OC)ccc2n1CCN(C)C
-2	9	-2	4	1	-2.8	3	1	-10	CC[n+]1c(/C=C2/C=C(C)CC(C)(C)C2)sc2ccc(OC)cc21
13	10	9	-16	1	0.4	-1	-4	-7	CC(C)OCCCNC(=O)CN1C(=O)c2cccc3cccc1c23
-6	-2	-4	2	0	2.3	-9	1	7	CCOC(=O)CN1C(=O)C(=O)N(Cc2c(F)cccc2Cl)C1=O
-9	3	-2	13	13	-0.6	-11	-7	7	NC(=O)c1nsc(C(=O)N(c2ccccc2)C(C(=O)NC2CCCCC2)c2ccc(O)cc2)c1N (centres undefined)
-2	4	-6	-6	2	-1.4	-1	1	0	Cc1c(C(=O)N2CCN(CCc3ccccn3)CC2)oc2ccc(F)cc12
0	-1	-2	10	2	2.0	-7	13	7	O=C(NS(=O)(=O)Oc1ccc(F)c(Cl)c1)OC[C@@H]1CCCN2CCCCC12 (some centres undefined)
2	-1	-6	12	3	-0.3	6	-6	6	O=C(CN1CCN(Cc2ccc3c(c2)OCO3)CC1)c1c[nH]c2ccccc12
-7	-2	-10	9	1	-0.5	0	-7	8	COc1ccc(/C=C/C(=O)OCC(=O)NC(=O)NC(C)(C)C)cc1
5	2	-5	6	0	-0.7	-7	4	-5	CC1CCC(NC(=O)C2COc3ccccc3O2)CC1 (centres undefined)
-1	10	-5	2	0	-7.5	8	-8	-11	CN(C)c1ccc(C(=O)C(=O)c2ccccc2)cc1
6	16	0	-1	-1	4.7	-10	14	-12	COc1cccc(OC)c1C(=O)NC(=S)Nc1ccc2c(c1)C(=O)N(C)C2=O
